# Assay outcomes (PubChem BioAssay)
# NLRP3 yeast inh: inhibitors of NALP3 inflammasome in yeast; Yeast reconstituted NLRP3/ASC/caspase-1, beta-gal luminescence, 24 h; inhibition, % at 10 µM; 0.39% of 330,000 active;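 active means inhibition of 50% or more; inactive means inhibition below 50%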;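 further: plate controls were induced DMSO wells for no effect and uninduced yeast grown without galactose for full effect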
# APOBEC3A inh: inhibitors of human APOBEC3A DNA deaminase | P31941 | recombinant A3A, FAM/TAMRA ssDNA deamination fluorescence | inhibition, % at 20 µM | 0.41% of 330,000 active | AID 493011;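 active means at least 40% inhibition at 20 µM here, with at most 30% in a related deaminase screen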;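 further: plate controls were A3A with DMSO for no effect and wells lacking A3A enzyme for full effect; some results filed as inactive read as strong as hits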
# Target sequence (P31941 whole entry, looked up): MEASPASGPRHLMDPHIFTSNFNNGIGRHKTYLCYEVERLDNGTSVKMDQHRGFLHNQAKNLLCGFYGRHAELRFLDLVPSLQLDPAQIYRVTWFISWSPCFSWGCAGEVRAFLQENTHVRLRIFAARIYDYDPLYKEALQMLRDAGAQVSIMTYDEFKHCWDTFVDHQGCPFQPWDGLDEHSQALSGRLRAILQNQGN
# mIAP act: increases mouse intestinal alkaline phosphatase activity; 0.24% of 330,000 active; activation factor at 10 µM; muIAP, CDP-Star luminescence, 30 min; stronger effect = higher value; 1 = vehicle-only enzyme signal, 0 = enzyme-free wells; AID 2805;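 active means activation factor of at least 2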; further: the source names both 10 and 20 µM as test concentration; values of inactives mirror those of a sister screen read the other way
#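 Assay system: mouse IAP enzyme / Compound: DMSO-dissolved test compounds / Timing: 30 min, room temperature / Measured by: luminescence from enzymatic CDP-Star hydrolysis / Control set: DMSO-only wells, enzyme-free buffer wells as negative control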
# mIAP inh: mouse IAP inhibition; 0.2% of 330,000 active; inhibition, % at 10 µM; purified mouse IAP, CDP-Star luminescence, 30 min; AID 2806;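 active means inhibition of at least 40% at 10 µM in the primary screen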;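 further: plate controls were DMSO with enzyme for no effect and no enzyme wells for full effect; values of inactives mirror those of a sister screen read the other way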
# A3G deaminase: APOBEC3G (human) deaminase inhibition; inhibition, % at 20 µM; Q9HC16; recombinant A3G, ssDNA deamination FAM/TAMRA fluorescence; 0.28% of 330,000 active; AID 493012;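 active means inhibition of at least 40% at 20 µM, with no more than 30% in the related APOBEC3A deaminase screen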;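 further: plate controls were DMSO wells with A3G for no effect and wells lacking A3G enzyme for full effect; some compounds called inactive have numbers as strong as hits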
# Target sequence (Q9HC16 whole entry, looked up): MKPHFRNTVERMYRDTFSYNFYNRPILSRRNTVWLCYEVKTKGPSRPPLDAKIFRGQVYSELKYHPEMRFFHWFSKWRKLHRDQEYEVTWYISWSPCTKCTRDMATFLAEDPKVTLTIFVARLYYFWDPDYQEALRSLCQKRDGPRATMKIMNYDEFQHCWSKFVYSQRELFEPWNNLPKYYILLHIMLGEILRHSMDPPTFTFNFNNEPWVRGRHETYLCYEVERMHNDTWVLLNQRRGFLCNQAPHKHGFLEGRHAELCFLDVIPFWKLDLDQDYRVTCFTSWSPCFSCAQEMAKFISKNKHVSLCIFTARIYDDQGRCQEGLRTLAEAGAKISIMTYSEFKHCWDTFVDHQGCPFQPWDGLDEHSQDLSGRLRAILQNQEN
# hIAP block: human IAP inhibition | P09923 | purified IAP, CDP-Star luminescence, 30 min | inhibition, % at 10 µM | 0.12% of 330,000 active;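 active means inhibition reaching a set limit with compound at 10 µM in the primary screen, cut at about 35% in these data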;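 further: plate controls were DMSO wells with enzyme for no effect and no-enzyme buffer wells for full effect; values of inactives mirror those of a sister screen read the other way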
# Target sequence (P09923 whole entry, looked up): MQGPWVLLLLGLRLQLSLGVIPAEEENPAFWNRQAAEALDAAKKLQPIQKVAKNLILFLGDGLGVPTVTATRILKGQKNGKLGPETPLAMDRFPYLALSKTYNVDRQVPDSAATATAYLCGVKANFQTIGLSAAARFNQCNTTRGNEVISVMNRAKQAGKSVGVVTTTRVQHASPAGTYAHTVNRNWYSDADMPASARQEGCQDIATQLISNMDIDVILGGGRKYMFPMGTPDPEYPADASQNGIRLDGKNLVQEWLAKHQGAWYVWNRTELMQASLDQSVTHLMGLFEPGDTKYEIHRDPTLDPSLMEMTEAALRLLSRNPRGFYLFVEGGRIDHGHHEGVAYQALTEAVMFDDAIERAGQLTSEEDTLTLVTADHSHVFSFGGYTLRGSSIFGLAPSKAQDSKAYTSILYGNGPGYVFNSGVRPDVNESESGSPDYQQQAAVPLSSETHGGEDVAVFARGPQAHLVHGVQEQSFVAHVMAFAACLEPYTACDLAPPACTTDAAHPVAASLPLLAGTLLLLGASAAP
# beta cell repl: MIN6 beta-cell proliferation induction | proliferation, % at 10 µM | 0.29% of 330,000 active | MIN6 cells proliferation, ATPlite luminescence, 48 h; cells starved in 0.2% serum; 100% = growth in 10% serum;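 active means compounds whose signal lies at least 3.5 SD above the mean of all wells on their plate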;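 further: 0% = DMSO-treated cells in low-serum medium and 100% = 10% serum control; some compounds called inactive have numbers as strong as hits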
# TIM10 inh: growth inhibitors of TIM10 yeast strain. S. cerevisiae TIM10 strain growth, BacTiter-Glo luminescence, 24 h. inhibition, % at 10 µM. 1.4% of 330,000 active. AID 463195;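 active means inhibition of 40% or more at the single tested concentration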;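 further: wild-type TIM10 isogenic control strain grown at permissive 25 °C; 0% = DMSO yeast wells and 100% = minimal medium wells without yeast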
# tim10-1 inh: tim10-1 yeast growth inhibition | S. cerevisiae tim10-1 ts strain growth, BacTiter-Glo, 24 h | inhibition, % at 20 µM | 2.2% of 330,000 active | AID 463190;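 active means inhibition of at least 40%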;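 further: mutant grown at 25 °C; 0% = DMSO wells with yeast and 100% = wells holding no yeast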
# * = called active by the depositor; . = not tested or not shown. Hits appear at their usual frequency; overall some 4.6% were active at least once.
SMILES,NLRP3 yeast inh,APOBEC3A inh,mIAP act,mIAP inh,A3G deaminase,hIAP block,beta cell repl,TIM10 inh,tim10-1 inh
O=C(c1cc(-c2ccco2)on1)N1CCc2ccccc2C1,17,3,0.94,6,-7,11,-1,12,16
C=C(C)[C@H]1CC=C(C)C(=O)C1,9,-1,0.96,4,-11,-1,-1,-9,-12
Cc1nnc(SCC(=O)N2CCCC2)n(N)c1=O,-3,2,1,-4,-2,6,-1,13,3
CNc1nc(N(C)C)nc(N(C)C)n1,14,1,0.95,5,-4,-14,-4,0,-15
O=C(O)c1ncn(Cc2ccccc2)c1C(=O)O,-4,-8,1.1,-13,-5,-32,-3,-14,1
O=S(=O)(NCCOc1ccccc1F)c1cccc(Br)c1,13,-3,0.93,7,-7,14,-5,15,18
CCc1ccc(CN2CCN(S(=O)(=O)Cc3ccccc3)CC2)cc1,38,0,1,0,0,10,0,11,4
CCOC(=O)c1sc(-c2cccs2)nc1C,14,0,1,-4,1,2,-1,2,20
NC(=O)c1cc2cc(Cl)ccc2oc1=O,6,-2,1.1,-9,-2,1,1,13,20
Cc1ccc2cccnc2c1N,-1,-1,1,-2,-4,6,-3,-1,-1
O=C(NCc1ccncc1)c1cc(C(=O)C2CC2)c[nH]1,29,3,0.98,2,15,0,1,-16,2
COc1ccc(NC(=O)CSc2nnc(CCC(=O)O)c(=O)n2N)cc1,18,5,0.89,11,1,-3,-2,2,8
O=S(=O)(c1ccc(NC(=S)NC2CCCC2)cc1)N1CCCC1,9,-2,1.9,-88,-1,-27,0,4,6
COc1cccc(NC(=O)CN(C)C(=O)CC2CC3CCC2C3)c1 (stereo not drawn),-4,2,0.95,5,-2,6,1,-1,10
O=C(COC(=O)c1ccncc1)Nc1cc(Cl)c(Cl)cc1Cl,2,-3,1,-1,-4,9,-2,5,21
CCOC(=O)N1CCN(CC(O)c2ccc3cc[nH]c3c2)CC1 (stereo not drawn),12,-2,0.95,5,1,7,-1,-6,3
CCCN1Cc2cccc(C(=O)Nc3ccc4c(c3)OCCO4)c2C1=O,1,-1,0.99,1,-3,2,3,-1,-7
COC1CCCN(Cc2c(C(=O)N3CCN(C4CCCCC4)CC3)nc3ccccn23)C1 (stereo not drawn),-13,-3,0.97,3,2,0,-3,18,12
C/C(=N/Nc1nc(C)cc(C)n1)c1ccc(Br)cc1,35,-6,0.97,2,-6,-21,-5,10,16
COc1ccc2oc(=Nc3ccccc3)c(-c3nc4ccccc4[nH]3)cc2c1,9,-1,0.97,3,-7,10,-5,-27,-12
CC1CCCCC1NC(=O)CSc1nnc(CN2CCOCC2)n1C (stereo not drawn),5,0,1,-2,-3,4,-1,-9,8
Nc1nn2cc(-c3ccc(Br)cc3)nc2c2ccccc12,10,1,1.1,-5,-1,11,-6,59*,41*
COC(=O)c1c(C(=O)OC)c2cc(C)ccn2c1Cl,22,1,0.89,11,-3,15,-1,-8,8
CCOC(=O)C1CCN(C(=O)Cn2ncc3c([nH]c4ccccc43)c2=O)CC1,0,1,0.98,2,-1,-12,-1,7,19
CC1(C)CC(=O)C=C(Nc2ccc(F)c(Cl)c2)C1,8,-6,0.95,5,-8,-9,-3,-2,9
CCCOc1ccccc1C1CC(=O)Nc2cc3c(cc21)OCCO3 (stereo not drawn),-7,-3,1.2,-16,-5,-16,-2,-6,12
COc1ccc2cc(S(=O)(=O)N3CCCCC3)ccc2c1S(=O)(=O)N1CCCCC1,-4,3,0.93,7,-3,5,-4,5,20
CCCCC1=CC2=CC(=O)C(C)(OC(=O)CC)C(=O)C2=CN1Cc1ccccc1 (stereo not drawn),6,-4,1,-4,-7,0,-4,15,15
Cc1nn(CC(=O)N(C)C)c(C)c1S(=O)(=O)N1CCOCC1,9,-4,0.93,7,-4,19,-1,0,2
CC(C)C(C)(C#N)NC(=O)CSc1nc2scc(-c3ccccc3)c2c(=O)[nH]1 (stereo not drawn),11,-2,0.97,3,-3,-11,0,15,13
CC(C)(C)CN1C(N)=NC[C@@H]1Cc1ccc(O)cc1,21,-5,0.99,1,-12,-1,5,6,1
CN(C)S(=O)(=O)c1ccc(NC(=S)NC(=O)Cc2ccccc2)cc1,5,-1,0.99,0,-8,-13,-2,-9,-6
CCOC(=O)c1n[nH]c(=O)c2ccccc12,18,-4,1,0,-5,3,1,14,2
O=C(N/C(=C/c1ccc([N+](=O)[O-])cc1)C(=O)N1CCOCC1)c1ccco1,-11,-4,0.97,3,-4,15,2,9,12
COc1ccc(CCNC(=O)CCS(=O)(=O)c2ccc3c(c2)NC(=O)CS3)cc1OC,4,-3,1,0,-5,0,0,3,-11
COC(=O)N/N=C/c1cn(CCOc2ccccc2)c2ccccc12,21,2,1,-2,3,-8,0,6,16
CCOC(=O)/C=C/c1ccccc1S(=O)(=O)NC(C)(C)C,17,-8,0.96,4,-15,-5,-1,-8,16
O=C(CSc1nnc(CNC(=O)c2cccc(C(F)(F)F)c2)o1)NC1CCCC1,14,-1,1.1,-8,9,-11,1,19,10
COCCOC(=O)C1=C(C)N=C2SCCC(=O)N2C1/C=C/c1ccccc1 (stereo not drawn),-2,-1,0.97,3,-4,-4,-3,21,16
Cc1cc2nc(C)c3c(n2n1)CCC3,-2,1,1,-3,-1,-4,-1,-13,7
CCOCc1nnc(NC(=O)c2cc(Cl)ccc2OC)s1,40,-1,1.1,-6,-3,10,-2,19,32
COc1ccc(OCC(=O)NNC(=O)c2ccc3c(=O)n4c(nc3c2)CCC4)cc1,13,-2,0.84,16,-6,-52,-2,3,-11
COc1ccc(Cl)cc1-c1nc(SCC(=O)NC(C)C)n[nH]1,6,-1,1,-1,-6,8,2,11,13
N#Cc1nc(-c2cccs2)oc1N1CCOCC1,3,-2,0.95,5,-3,12,-1,8,10
CCOC(=O)CNC(=O)N1CCC(CCOc2ccccc2)(C(=O)OCC)CC1,13,-2,0.98,2,3,-14,-3,10,13
CC(=C/c1ccccc1)/C=N/n1c(C)n[nH]c1=S,32,-7,1,-1,25,4,-3,-8,12
COC(=O)C1C(=O)NCC1c1ccc(OC)cc1 (stereo not drawn),-8,-1,0.99,1,-7,16,-1,-3,9
CCOc1ccc(-n2c(SCc3cc(=O)oc4cc(C)c(C(C)C)cc34)nnc2-c2cccnc2)cc1,4,-3,1,-1,-9,3,0,18,20
O=S1(=O)c2ccccc2OC(COCc2ccccc2)CN1Cc1ccccc1 (stereo not drawn),.,2,1.1,-10,5,.,.,-9,14
CS(=O)(=O)c1ccc(NC(=O)CN2C(=O)C3CCCCC3C2=O)cc1 (stereo not drawn),8,7,0.98,2,0,20,4,18,6
Cc1sc2nc(SCC(=O)NCCCO)n(-c3ccccc3)c(=O)c2c1C,27,-4,0.99,1,-1,0,2,0,-1
CCCCN(CC)C(=O)Cc1ccccc1OC,22,-2,1.1,-9,-2,-10,-2,-13,10
C[C@@H]1C(=O)O[C@H]2[C@H]1CC[C@@]1(C)C(=O)C=C[C@@](C)(O)[C@H]21,20,0,1.1,-8,-3,-18,2,-2,-5
CCc1ccc(OC)c(-c2csc(N)n2)c1,23,-2,1.1,-7,-7,6,1,5,16
COc1ccc(S(=O)(=O)N2CCC(C(=O)NC3(C)CCS(=O)(=O)C3)CC2)cc1OC (stereo not drawn),9,1,0.97,3,-10,-13,2,-1,-21
Cc1ccc(-c2[nH]ncc2/C=N/n2c(COc3ccccc3)nc3ccccc3c2=O)cc1,-5,-2,0.93,7,-8,-36,-6,16,22
CC(=O)OCCN1C(=O)c2cccc3cc([N+](=O)[O-])cc(c23)C1=O,9,-1,1,-2,1,1,-2,11,14
COc1ccccc1N1C(=O)c2cccc3c(C(=O)O)ccc(c23)C1=O,12,0,1.1,-6,-6,2,-2,-7,8
Cn1c(=O)c2c(nc(NC3CCCCC3)n2CC(O)COc2ccccc2)n(C)c1=O (stereo not drawn),14,-1,1,-3,-1,5,0,37,31
C[C@H](CO)N1C[C@H](C)[C@@H](CN(C)Cc2ccc(Oc3ccccc3)cc2)Oc2ccc(NC(=O)Cn3cnnn3)cc2C1=O,12,-1,0.98,2,-10,2,-1,0,8

# Part of the list above, as labelled records.
O=S1(=O)c2ccccc2OC(COCc2ccccc2)CN1Cc1ccccc1 (stereo not drawn)
  NLRP3 yeast inh = .
  APOBEC3A inh = 2
  mIAP act = 1.1
  mIAP inh = -10
  A3G deaminase = 5
  hIAP block = .
  beta cell repl = .
  TIM10 inh = -9
  tim10-1 inh = 14
CS(=O)(=O)c1ccc(NC(=O)CN2C(=O)C3CCCCC3C2=O)cc1 (stereo not drawn)
  NLRP3 yeast inh = 8
  APOBEC3A inh = 7
  mIAP act = 0.98
  mIAP inh = 2
  A3G deaminase = 0
  hIAP block = 20
  beta cell repl = 4
  TIM10 inh = 18
  tim10-1 inh = 6

# Following part
SMILES,NLRP3 yeast inh,APOBEC3A inh,mIAP act,mIAP inh,A3G deaminase,hIAP block,beta cell repl,TIM10 inh,tim10-1 inh
CSCCC(NC(=O)c1ccccc1Cl)C(=O)N1CCCCC1 (stereo not drawn),1,-3,1.1,-13,-4,-6,-2,0,14
COc1ccc2c(c1)CCc1cn3ncc(C#N)c3nc1-2,6,0,1,-3,-12,5,3,16,9
CCOc1cc(C(=O)Nc2cc(C)ccc2OC)ccc1OCC(=O)N1CCCCC1,12,1,0.89,11,-4,3,4,16,6
OCCNCc1ccc(OC2CCCC2)cc1,3,1,1,-1,-2,17,-4,3,5
O=S(=O)(c1cccs1)N1CCN(Cc2cccc(F)c2)CC1,11,1,1,-3,-2,-4,2,6,19
Nc1nc(SCC(=O)Nc2ccc([N+](=O)[O-])cc2Br)n[nH]1,4,-1,0.73,27,-1,-3,0,-1,6
CN(C)C(CNC(=O)c1ccc(NC(=O)c2cccs2)cc1)c1ccccc1 (stereo not drawn),19,-3,0.99,0,-11,7,0,5,-14
Cc1ccc(NC2=C(NCCO)C(=O)c3ccccc3C2=O)cc1,8,-6,1.1,-7,-10,-16,0,19,43*
C=CCn1c(SCCOc2ccc(OC)cc2)nnc1C(C)NC(=O)c1ccc(OC)cc1 (stereo not drawn),8,-4,1.2,-15,-3,-13,1,0,32
O=C(c1cnn(C(=O)c2ccc(O)cc2)c1)c1ccccc1O,2,6,0.9,10,-2,-7,2,-15,-38
Cc1cccc(N(CC(=O)NCc2ccco2)C(=O)CNS(=O)(=O)c2ccc(F)cc2)c1,16,7,1.1,-5,-4,-22,-1,-12,3
Cc1cccc(NC(=O)C2CC(=O)n3cnnc3S2)c1 (stereo not drawn),8,21,0.91,9,25,-114,-7,35,20
Cc1ccccc1NC(=O)CCc1c(C)nn(-c2ccc(N3CCOCC3)nn2)c1C,-1,0,1.1,-7,15,3,-7,8,2
COc1ccc(C(C(=O)NC2CCCC2)N(C(=O)c2snc(C(N)=O)c2N)c2cccc(O)c2)cc1 (stereo not drawn),12,10,0.85,14,5,12,0,-2,7
COc1ccc(/C=N/NC(=S)Nc2cc(S(=O)(=O)N3CCOCC3)ccc2N2CCOCC2)cc1O,13,1,0.91,9,-6,-5,0,19,3
O=C(C1CCCN(S(=O)(=O)c2ccc(F)cc2)C1)N(Cc1cccs1)C1CC1 (stereo not drawn),11,2,0.92,8,2,-2,0,22,33
O=C(O)c1cc(S(=O)(=O)N2CCCCC2)ccc1F,26,5,1,-2,1,-4,-2,-1,15
Cn1c(-c2ccc(F)cc2)cnc1SCC(=O)NNC(=O)Cc1ccccc1,14,-2,1.1,-8,-6,-100,-3,-10,19
FC(F)(F)c1nc(SCc2ccc(Cl)cc2Cl)n[nH]1,3,1,0.96,4,-3,-3,-2,15,21
